High-throughput results (PubChem)
AGP1 TOR yeast = alters AGP1-GFP fluorescence in TOR pathway yeast screen; AID 2066; S. cerevisiae AGP1-GFP multiplex flow cytometry, 3 h; GFP as percent of DMSO wells; GFP response vs DMSO, % at 10 µM; hit rate 0.02% among 320,000;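 active = GFP response relative to DMSO above a set limit, near screen average plus 3 SD, cut at about 150% in these data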;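 also: median GFP channel fluorescence of the gated AGP1 strain per well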
CIT2 TOR yeast = yeast TOR pathway CIT2-GFP modulation; GFP response vs DMSO, % at 10 µM; hit rate 0.065% among 320,000; S. cerevisiae CIT2-GFP strain, flow cytometry, 3 h; 100 means same as DMSO wells; AID 2029;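 active = GFP response relative to DMSO above a set limit, near the screen mean plus 3 SD, cut at about 150% in these data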;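 also: ratio of well median GFP fluorescence to mean of DMSO wells on the plate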
VLA-4 inh = inhibition in a human VLA-4 binding assay | P13612 | VLA-4 expressing cells, ligand binding flow cytometry | inhibition, % (about 7 µM as worked out from the volumes in the protocol) | hit rate 0.2% among 330,000 | AID 2557; in the data active = inhibition above about 50%
Target sequence (P13612 whole entry, looked up): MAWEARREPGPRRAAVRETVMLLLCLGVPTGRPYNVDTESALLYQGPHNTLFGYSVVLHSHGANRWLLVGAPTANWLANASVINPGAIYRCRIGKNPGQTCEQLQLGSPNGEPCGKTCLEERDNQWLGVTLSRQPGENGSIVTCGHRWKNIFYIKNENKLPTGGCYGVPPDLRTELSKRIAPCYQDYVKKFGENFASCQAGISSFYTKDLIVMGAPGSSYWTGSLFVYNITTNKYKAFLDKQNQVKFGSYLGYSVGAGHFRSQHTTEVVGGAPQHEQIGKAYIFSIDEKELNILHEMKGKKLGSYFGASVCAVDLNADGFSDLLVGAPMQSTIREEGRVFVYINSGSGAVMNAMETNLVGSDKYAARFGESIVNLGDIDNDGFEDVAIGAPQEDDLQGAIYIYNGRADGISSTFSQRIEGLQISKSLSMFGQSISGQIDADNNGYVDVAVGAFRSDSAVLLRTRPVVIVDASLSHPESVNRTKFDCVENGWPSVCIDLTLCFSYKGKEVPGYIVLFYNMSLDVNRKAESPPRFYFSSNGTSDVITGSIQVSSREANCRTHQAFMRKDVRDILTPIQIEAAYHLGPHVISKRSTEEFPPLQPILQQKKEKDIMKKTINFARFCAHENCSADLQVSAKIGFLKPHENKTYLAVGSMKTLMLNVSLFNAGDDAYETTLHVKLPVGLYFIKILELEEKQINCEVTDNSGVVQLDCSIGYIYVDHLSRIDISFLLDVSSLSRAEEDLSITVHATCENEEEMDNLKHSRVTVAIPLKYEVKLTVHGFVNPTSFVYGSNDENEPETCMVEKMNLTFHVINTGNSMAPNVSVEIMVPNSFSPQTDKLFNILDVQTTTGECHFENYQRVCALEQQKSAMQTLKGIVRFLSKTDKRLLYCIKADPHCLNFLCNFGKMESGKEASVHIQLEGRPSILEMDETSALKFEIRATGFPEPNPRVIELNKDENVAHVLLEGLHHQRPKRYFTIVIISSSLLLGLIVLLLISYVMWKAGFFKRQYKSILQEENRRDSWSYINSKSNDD
MEP2-GFP yeast = alters MEP2-GFP fluorescence in TOR pathway yeast screen; S. cerevisiae MEP2-GFP strain, flow cytometry GFP, 3 h; 100% = DMSO control level; GFP response vs DMSO, % at 10 µM; hit rate 0.51% among 330,000; AID 2016;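 active = GFP response versus DMSO above a set limit, roughly screen mean plus 3 SD, cut at about 180% in these data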;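 also: median GFP fluorescence of the barcode-gated MEP2-GFP cells per well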
GRK2 aptamer HTS = human GRK2 inhibition via aptamer displacement; P25098; bead flow cytometry, FAM-aptamer displacement from GRK2; inhibition of aptamer binding, % at 10 µM; hit rate 0.59% among 330,000;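 active = inhibition of aptamer binding above 40%, roughly 3 SD of noise, on plates passing a quality check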;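 also: median bead fluorescence of bound FAM aptamer so fluorescent compounds give negative values; no value below 0 was filed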
Yeast superoxide = lowers age-related superoxide in aged yeast cells | superoxide response (% of plate mean), % at 10 µM | hit rate 0.18% among 330,000 | S. cerevisiae aged cells, superoxide DHE fluorescence; stronger effect = lower value;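 active = superoxide response under a set limit, about three screen SD below normal, cut at about 65% in these data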;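 also: yeast aged for seven days with compound at 30 °C before DHE staining; 100% = average MFI of all compound-treated wells on the plate with controls excluded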
LAP4-GFP MLPCN = modulators of TOR pathway LAP4-GFP in S. cerevisiae. hit rate 0.34% among 320,000. GFP response vs DMSO, % at 10 µM. S. cerevisiae LAP4-GFP multiplex, flow cytometry GFP, 3 h; median GFP as percent of DMSO wells. AID 2023;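 active = GFP response vs DMSO above a set limit, about the screen mean plus 3 SD, cut at about 150% in these data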
RPL19A-GFP yeast = modulators of TOR pathway RPL19A-GFP in S. cerevisiae | percent response vs DMSO, % at 10 µM | hit rate 0.3% among 330,000 | S. cerevisiae RPL19A-GFP strain, flow cytometry, 3 h; stronger effect = lower value;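 active = percent response vs DMSO below 50%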;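 also: median channel GFP fluorescence of the barcoded RPL19A-GFP strain; ratio of sample median GFP to plate DMSO average so 100% = DMSO; lower means less RPL19A-GFP as with rapamycin TOR inhibition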
* hit, by the source's call; nt = no result given.

1	S=C(NC1CCCC1)N1CCN(C/C=C/c2ccccc2)CC1
2	CCCSc1ncc(Cl)c(C(=O)Nc2ccc(S(=O)(=O)Nc3ncccn3)cc2)n1
3	C[C@@H](NC(=O)c1nc[nH]c1C(=O)NCC(=O)OC(C)(C)C)c1ccccc1
4	O=C(c1ccccc1)[C@H]1CC=CC[C@H]1C(=O)O
5	CC(=O)Nc1cc2c(cc1NC(=O)Cn1nc(-c3ccc4c(c3)OCCO4)ccc1=O)OCCO2
6	O=c1c2c3nc4ccccc4nc3n(/N=C/c3ccccn3)c2ncn1-c1ccccc1
7	Cc1csc(/N=C/N(C)C)c1C#N
8	CC(C)(C)C(=O)N/C(N)=N/c1nc2ccccc2o1
Screen / compound no.	1	2	3	4	5	6	7	8
AGP1 TOR yeast	106	110	79	nt	100	107	105	104
CIT2 TOR yeast	111	105	67	98	99	95	113	98
VLA-4 inh	6	1	25	5	1	7	-7	4
MEP2-GFP yeast	113	103	95	99	103	100	103	97
GRK2 aptamer HTS	0	0	0	2	0	0	1	0
Yeast superoxide	80	102	98	105	101	105	89	91
LAP4-GFP MLPCN	98	104	112	102	101	119	103	135
RPL19A-GFP yeast	107	109	92	96	102	102	108	98

Ordered by length of the SMILES (descending): some entries from above
5	CC(=O)Nc1cc2c(cc1NC(=O)Cn1nc(-c3ccc4c(c3)OCCO4)ccc1=O)OCCO2
2	CCCSc1ncc(Cl)c(C(=O)Nc2ccc(S(=O)(=O)Nc3ncccn3)cc2)n1
7	Cc1csc(/N=C/N(C)C)c1C#N
Screen / compound no.	5	2	7
AGP1 TOR yeast	100	110	105
CIT2 TOR yeast	99	105	113
VLA-4 inh	1	1	-7
MEP2-GFP yeast	103	103	103
GRK2 aptamer HTS	0	0	1
Yeast superoxide	101	102	89
LAP4-GFP MLPCN	101	104	103
RPL19A-GFP yeast	102	109	108

The list continues:
9	CCOc1cc(-c2cn(S(=O)(=O)c3cccc4nsnc34)nc2N)cc(OCC)c1OCC
10	FC(F)(F)c1cnc(N2CCC(=NOCc3ccc(Cl)cc3)CC2)c(Cl)c1
11	O=C(/C=C/c1ccc(N2CCCCC2)c([N+](=O)[O-])c1)c1ccc(S(=O)(=O)N2CCCC2)cc1
12	Cc1ccc(C2(C(F)(F)F)NC(=O)N3N=C4CCCCCN4C3=C2C#N)cc1 (stereo unspecified)
13	COCCn1c(SCc2cc(=O)n3ccsc3n2)nnc1-c1ccncc1
14	Cc1ccc(-c2c[n+](=O)c3c(n2[O-])CCC3)cc1
15	CCC(=O)NCCc1nc2cc(NC(=O)c3ccc(F)cc3)ccc2n1C
16	COC(=O)c1ccc(C(=O)OC)c(NC(=O)CN(C)Cc2ccc(Cl)c(Cl)c2)c1
Screen / compound no.	9	10	11	12	13	14	15	16
AGP1 TOR yeast	104	115	101	104	87	97	103	91
CIT2 TOR yeast	102	118	97	100	96	95	113	98
VLA-4 inh	-2	-4	6	18	7	9	-1	27
MEP2-GFP yeast	99	116	117	95	97	91	107	100
GRK2 aptamer HTS	0	4	8	3	0	0	0	0
Yeast superoxide	118	88	108	100	91	99	77	100
LAP4-GFP MLPCN	103	97	105	103	102	99	97	96
RPL19A-GFP yeast	98	110	96	97	97	95	105	97

17	CCc1cc(=O)oc2cc(OC(=O)c3ccco3)ccc12
18	C=CC[C@@H](CC(=O)N[C@H](CO)Cc1ccccc1)C(=O)N[C@@H](COC(=O)[C@H](CC=C)CC(=O)OC(C)(C)C)Cc1ccccc1
19	COc1ccc(Cl)cc1Nc1nc(C)cc(C)c1C(N)=O
20	O=c1c2ccccc2ncn1-c1cccc(Cl)c1
21	CCN(CC(=O)Nc1c(F)cccc1F)C(=O)c1ccc(C(=O)c2ccccc2)cc1
22	CCOC(=O)CNC(=O)Cc1ccc(Cl)cc1
23	CCC(CC)NC(=O)c1cc(S(=O)(=O)N2CCCCC2)ccc1N1CCOCC1
24	COc1ccc(NC2CCCN(Cc3cccc4cnccc34)C2)cc1OC (stereo unspecified)
Screen / compound no.	17	18	19	20	21	22	23	24
AGP1 TOR yeast	88	96	102	104	94	128	93	131
CIT2 TOR yeast	80	90	96	107	98	109	89	95
VLA-4 inh	2	7	4	-7	7	5	6	18
MEP2-GFP yeast	85	100	106	106	97	108	97	106
GRK2 aptamer HTS	1	2	4	1	13	0	1	0
Yeast superoxide	102	121	108	122	103	91	90	109
LAP4-GFP MLPCN	96	95	104	106	96	120	87	88
RPL19A-GFP yeast	93	96	98	102	97	103	94	108

25	COCCN(Cc1ccccc1)C(=O)c1ccc2c(=O)n3c(nc2c1)CCC3
26	COc1ccc(C(=O)/C=C/c2ccc(N(C)C)cc2)c(OC)c1
27	CN(C)CCCNS(=O)(=O)c1ccc(NC2CCCCCC2)c([N+](=O)[O-])c1
28	COCc1nc(-c2cc(Br)ccc2OC)no1
29	COCCCNCC(=O)Nc1sc(C)c(C)c1C(=O)OC
30	O=C(CN1C(=O)NC2(CCCC2)C1=O)OCc1cc(=O)n2cc(Br)ccc2n1
31	Cc1ccc(NC(=O)CSc2ccc(-c3ccccn3)nn2)cc1
32	O=C(CCCCCN1C(=O)CCC1=O)Nc1ccc2c(c1)OCO2
Screen / compound no.	25	26	27	28	29	30	31	32
AGP1 TOR yeast	94	101	102	87	100	106	91	101
CIT2 TOR yeast	86	90	97	87	101	103	98	95
VLA-4 inh	-5	-26	41	14	10	6	16	13
MEP2-GFP yeast	92	99	108	94	98	98	107	102
GRK2 aptamer HTS	2	5	0	0	1	5	0	0
Yeast superoxide	94	94	110	104	92	89	139	101
LAP4-GFP MLPCN	95	115	109	96	102	100	101	98
RPL19A-GFP yeast	89	97	100	92	99	100	98	97

One compound at a time, as listed above:
COc1ccc(C(=O)/C=C/c2ccc(N(C)C)cc2)c(OC)c1 is entered as AGP1 TOR yeast = 101; CIT2 TOR yeast = 90; VLA-4 inh = -26; MEP2-GFP yeast = 99; GRK2 aptamer HTS = 5; Yeast superoxide = 94; LAP4-GFP MLPCN = 115; RPL19A-GFP yeast = 97
COCCN(Cc1ccccc1)C(=O)c1ccc2c(=O)n3c(nc2c1)CCC3 is entered as AGP1 TOR yeast = 94; CIT2 TOR yeast = 86; VLA-4 inh = -5; MEP2-GFP yeast = 92; GRK2 aptamer HTS = 2; Yeast superoxide = 94; LAP4-GFP MLPCN = 95; RPL19A-GFP yeast = 89

The list continues:
33	CSc1nnc(C)c(/C=C/Nc2ccc(F)cc2F)n1
34	O=C(/C=C/Nc1ccc(F)c(Cl)c1)c1ccco1
35	COc1ccc(-c2cc(C(=O)NCCCN3CCOCC3)on2)cc1OC
36	C=CCNC(=S)NNC(=O)c1cc(Cl)ccc1OC
37	CC1CCCCN1CCCNc1ccc(C(CC(N)=O)NC(=O)Cc2ccc(Br)cc2)cc1[N+](=O)[O-] (stereo unspecified)
38	CCn1nc(C(=O)NNC(=O)C(Cc2ccccc2)NC(N)=O)c2ccccc2c1=O (stereo unspecified)
39	Cc1ccc(NC(=O)CSc2nc3c(cc2C#N)C(=O)CCC3)cc1S(=O)(=O)N(C)C
40	O=C(O)CCCNc1ccc(S(=O)(=O)Nc2ccccc2C(=O)O)cc1C(=O)O
Screen / compound no.	33	34	35	36	37	38	39	40
AGP1 TOR yeast	90	96	93	98	90	96	104	103
CIT2 TOR yeast	96	102	96	93	88	87	120	98
VLA-4 inh	-18	-23	-3	5	9	-12	0	-18
MEP2-GFP yeast	96	105	100	102	91	95	116	106
GRK2 aptamer HTS	0	0	0	1	0	0	7	0
Yeast superoxide	76	81	118	111	105	117	86	121
LAP4-GFP MLPCN	103	100	93	106	119	96	102	106
RPL19A-GFP yeast	94	99	94	102	105	94	112	95

41	COc1ccc(/C=N/NC(=O)c2[nH]ncc2Br)c(OC)c1
42	Cc1nnc(SCc2nc3scc(-c4ccccc4)c3c(=O)[nH]2)s1
43	CCOC(=O)C1(O)CC(C)=NN1C(=O)c1cccc(Br)c1 (stereo unspecified)
44	Cc1cc(Cl)cc(Cl)c1OCCN1CCCC1
45	COc1ccc(S(=O)(=O)NC2(C(F)(F)F)N=C(c3ccccc3)NC2=O)cc1 (stereo unspecified)
46	CCOC(=O)c1[nH]c(C)c(C(=O)NCCCOC(C)C)c1C
47	CCn1cc(C(=O)NCCO)c(=O)c2cc(F)c(N3CCN(C)CC3)cc21
48	COC(=O)c1c(NC(=O)c2ccccc2[N+](=O)[O-])sc2c1CC(C)(C)NC2(C)C
Screen / compound no.	41	42	43	44	45	46	47	48
AGP1 TOR yeast	103	93	86	110	104	103	89	102
CIT2 TOR yeast	103	89	80	111	99	111	99	94
VLA-4 inh	-10	-8	19	-5	-7	0	7	12
MEP2-GFP yeast	107	100	87	100	104	95	101	102
GRK2 aptamer HTS	0	0	4	2	0	4	0	0
Yeast superoxide	97	98	91	102	110	91	100	104
LAP4-GFP MLPCN	94	98	89	87	96	98	90	106
RPL19A-GFP yeast	99	95	96	108	105	99	109	104

49	Cc1ccc(SCCC(=O)NCC2CCCO2)cc1 (stereo unspecified)
50	CC1c2cc3c(cc2CCN1C(=O)c1cccc(F)c1)OCCCO3 (stereo unspecified)
51	CCc1ccc(-n2c(=S)sc3c(=O)n(-c4ccccc4C)c(SCC(=O)O)nc32)cc1
52	CCOc1ccc(N2C(=O)/C(=C\c3ccccc3OC)S(=O)(=O)C2c2cccc([N+](=O)[O-])c2)cc1 (stereo unspecified)
53	Cc1ccc(NC(=O)CN2CCC(C(=O)c3ccc4c(c3)OCCO4)CC2)cc1
54	O=C1CCCC/C=C\C[C@H](CC(=O)N(CCO)Cc2ccccc2)C(=O)NC[C@H](c2ccccc2)O1
55	CCCCc1ccc(NC(=O)CSC2=C(C#N)C(c3ccco3)C3=C(CCCC3=O)N2)cc1 (stereo unspecified)
56	COc1cccc(-c2cccc(NC(=O)C3CCN(C4CCOCC4)CC3)c2)c1
Screen / compound no.	49	50	51	52	53	54	55	56
AGP1 TOR yeast	94	104	97	102	98	98	96	95
CIT2 TOR yeast	86	98	99	97	105	93	92	104
VLA-4 inh	9	1	3	1	-1	8	11	-15
MEP2-GFP yeast	96	100	115	93	97	99	100	114
GRK2 aptamer HTS	0	0	2	0	2	5	3	0
Yeast superoxide	100	104	97	112	98	114	79	103
LAP4-GFP MLPCN	86	96	95	95	98	101	95	82
RPL19A-GFP yeast	98	99	103	100	95	92	97	106
